# Mtb UGM inh: inhibitors of M. tuberculosis UDP-galactopyranose mutase | hit rate 0.06% among 320,000 | P9WIQ1 | AID 504406 | purified UGM, fluorescence polarization probe displacement | inhibition, % at 10 µM; in the data active = inhibition above about 10%, passing the limit was not always enough
# Target sequence (P9WIQ1 whole entry, looked up): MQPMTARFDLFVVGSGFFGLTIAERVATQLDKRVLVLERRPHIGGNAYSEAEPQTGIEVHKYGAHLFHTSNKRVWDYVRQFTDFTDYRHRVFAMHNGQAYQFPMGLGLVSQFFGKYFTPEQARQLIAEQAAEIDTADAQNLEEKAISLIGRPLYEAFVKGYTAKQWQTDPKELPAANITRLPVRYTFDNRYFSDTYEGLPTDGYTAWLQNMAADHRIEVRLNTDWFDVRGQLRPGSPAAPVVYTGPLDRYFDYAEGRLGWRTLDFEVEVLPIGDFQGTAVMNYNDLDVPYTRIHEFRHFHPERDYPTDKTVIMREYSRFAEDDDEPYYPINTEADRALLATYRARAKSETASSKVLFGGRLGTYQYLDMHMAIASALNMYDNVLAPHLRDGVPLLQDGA
# CCHFV vOTU inh: CCHFV vOTU protease inhibition; Pep-AMC fluorescence; inhibition, % at 11.5 µM; hit rate 0.55% among 370,000; in the data active = inhibition above about 30%; note: 0% = vehicle wells with enzyme and 100% = no enzyme wells
# PrPC TRFRET: reduces human prion protein on the cell surface; cell surface PrPC, TR-FRET read-out; inhibition, % at 13.8 µM; hit rate 0.43% among 370,000; P04156; AID 720596; in the data active = inhibition above about 24%; note: 0% = median of the test wells and 100% = reference compound wells
# Starred values were filed as active, the others as inactive; . = not tested or not shown.
SMILES,Mtb UGM inh,CCHFV vOTU inh,PrPC TRFRET
O=S(=O)(c1ccccc1Br)N(Cc1cn(CC2CCCCC2)nn1)C1CC1,.,-0.5,-1.9
O=C(C(=O)N1CCC(CNC(=O)c2ccccc2F)CC1)c1cc2ccccc2o1,.,0.3,-10.9
CC1(C)CC(=O)N(CC(=O)N2CCN(c3cccc(Cl)c3Cl)CC2)c2ccccc2S1(=O)=O,.,0.3,-5.3
CSCCC(C(=O)NC(C)(C)C)n1c(-c2ccc(C)cc2)nc2ccccc21 (stereo not given),.,0.5,15.5
CCOC(=O)C1CCN(C(=O)C(Cc2ccc3c(c2)OCO3)NC(C)=O)CC1 (stereo not given),.,-7.0,-5.4
C=CCN(CC#CCO)Cc1ccc(OC)cc1OC,.,0.4,-4.5
CCCc1cn(-c2ccc3c(c2)[C@@]2(CC(=O)N(C)C2c2ccccc2)C(=O)N3CC(C)C)nn1 (stereo not given in full),.,1.2,-7.6
O=C(CSc1nnc(-c2cccnc2)n1Cc1ccco1)Nc1ccc(F)cc1Cl,.,-6.2,-2.8
O=C(CNS(=O)(=O)c1ccc(F)cc1)N1CCN(c2ccccn2)CC1,.,2.0,-1.6
C=CCNC(=O)CN(C(=O)Cc1ccc(Cl)nc1)c1cccc(Br)c1,.,1.2,2.1
CCOc1cc(OCC)cc(C(=O)N2CCC[C@@H]2C(=O)N2CCC[C@@H]2C(=O)NCc2cccc(OC)c2)c1,.,-4.7,11.9
Cc1ccc(Cn2cc(CN3[C@H](C)COc4cc(Br)ccc4S3(=O)=O)nn2)cc1,.,6.3,5.2
CCCCNC(=O)C[C@H]1C[C@@]2(C(=O)OC)C(=C[C@H](C(C)C)O[C@@H]2C2CC2)N(Cc2cccc3ccccc23)C1=O,.,15.5,20.8
CC(C(=O)NCc1ccccc1)n1c(Cc2cc(F)cc(F)c2)nc2ccccc21 (stereo not given),.,-1.9,8.8
CCc1c(Cc2cccc(F)c2)ncn1CCc1ccccc1OC,.,4.0,7.9
COc1cc(OC)cc(C(=O)NCCSCc2ccco2)c1,.,3.0,2.2
CCCCCCCCN1CN2Cc3ccccc3C2CS1(=O)=O (stereo not given),.,10.5,5.0
FC(F)(F)c1cccc(Cn2ccc3ccc(-c4ccc5ccn(Cc6cccc(C(F)(F)F)c6)c5c4)cc32)c1,.,11.2,0.6
CC1(C)Oc2ccc(C(=O)N3CCCC3)cc2NC1=O,.,-0.8,6.1
O=C(C(=O)N1CCC(Cc2ccccc2)CC1)c1ccccc1Br,.,19.8,-0.4
COC(=O)[C@H](CC(C)C)N(Cc1cn(CC2CCCCC2)nn1)S(=O)(=O)c1ccc(F)cc1Br,.,11.0,4.8
COC[C@@H](O)[C@H]1OCc2cccc(OC)c2[C@@H]1/C=C/c1ccccc1,.,2.9,2.5
O=C(NC1CCCCC1)C(C1CC1)n1c(=O)c(-c2cc3ccccc3[nH]2)nc2ccccc21 (stereo not given),.,-17.5,-2.0
C=CCN1C(=O)[C@@H](CC(=O)N2CCCC2)[C@]2(C(=O)OCC)CCCCC/C=C/12,.,-5.3,-2.2
CCCCCNC(=O)C(c1ccc(OC)cc1)n1c(=O)c(-c2ccco2)nc2ccccc21 (stereo not given),.,23.4,-0.7
CC(C)[C@H](NC(=O)C1CCCC1)C(=O)N1CCC[C@H]1C(=O)NCCc1ccccc1Cl,.,-3.4,1.1
O=C(NC1CCCCN(Cc2cccc(C(F)(F)F)c2)C1=O)c1ccc(COc2ccccc2)cc1 (stereo not given),.,2.2,25.5*
CC(CCN1CCC(C(O)(c2ccccc2)c2ccccc2)CC1)Oc1ccc([N+](=O)[O-])cc1Cl (stereo not given),.,8.7,-8.9
Cc1ccccc1C(=O)N[C@H](C(=O)N1CCC[C@H]1C(=O)NCCc1ccccc1Cl)C1CCCCC1,.,2.2,-2.7
C#CCNC(=O)C[C@H]1C(=O)N(CCCOC)C2=CCCC[C@@]21C(=O)OCC,.,-2.4,-3.2
COC(=O)[C@]12C[C@H](CC(=O)NCCCN3CCCC3=O)C(=O)N(Cc3cccc4ccccc34)C1=C[C@H](C(C)C)O[C@@H]2C1CC1,.,-1.0,-11.0
O=S1(=O)c2ccc(N3CCCC3)cc2Oc2ccccc2CN1Cc1cn(Cc2ccc(C(F)(F)F)cc2)nn1,.,8.2,-3.1
COc1ccccc1Cc1c(-c2ccccc2)nc2ccc(C)cn12,.,-2.4,-3.5
C[C@H](O)[C@@H]1C(=O)N2CCc3c([nH]c4c(-c5ccccc5)cccc34)[C@@H]2C[C@@H]1N(C)C(=O)NC1CCCCC1,.,2.3,1.2
Cc1cccc(C)c1NC(=O)C(CCc1ccccc1)N1CCC(c2ccccc2)CC1 (stereo not given),.,2.0,1.2
Cc1cccc(C)c1N1C(=O)c2ccccc2NC(=O)C1C(=O)NCc1ccco1 (stereo not given),.,-3.6,1.3
CCOC(=O)N(C)[C@H]1C[C@H]2c3cc(-c4ccccc4C)ccc3CCN2C[C@H]1[C@H](C)O,.,-18.5,12.1
COc1ccc2cc(C3CC=C(COC(C)=O)CN3S(=O)(=O)c3ccccc3[N+](=O)[O-])n(C(=O)OC(C)(C)C)c2c1 (stereo not given),.,14.9,-6.2
O=C(NC1CCCCN(Cc2ccc(Cl)cc2)C1=O)c1c(F)cccc1F (stereo not given),.,0.4,14.6
COc1cc2c(cc1NC(=O)CSc1nnc(COc3ccccc3)n1Cc1ccco1)oc1ccccc12,.,4.6,-3.1
Cc1nn(-c2ccccc2)c2sc(C(=O)NC3CCCC3)cc12,.,1.0,1.6
CCN(C)C(C)Cc1cccc(C(F)(F)F)c1 (stereo not given),.,12.7,8.4
COc1ccccc1-c1ccc2c(c1)[C@@H]1C[C@H]3[C@@H](CN1CC2)[C@H](C)ON3C,.,1.3,-6.4
COc1ccccc1C(=O)CSc1nnc(-c2ccncc2)n1-c1ccc(Cl)cc1,.,-0.8,5.1
CN(Cc1ccc(Cl)c(Cl)c1)C(C(=O)NCc1ccccc1)c1ccco1 (stereo not given),.,7.3,4.5
O=C(NCC1COc2ccccc2O1)c1ccc(NC(=O)c2cc(F)ccc2F)cc1 (stereo not given),.,1.3,-12.4
CCOC(=O)CC[C@@H]1CC[C@]2(CCCN(C(=O)c3cccnc3)C2)O1,.,4.8,2.3
CCN(CC)C(=O)CC[C@@H]1CC[C@]2(CCCN(Cc3ccc(Br)cc3)C2)O1,.,5.6,7.4
Cc1sc2nc(COC(=O)CNC(=O)c3cc(F)ccc3F)[nH]c(=O)c2c1C,.,0.0,5.8
O=C(CSc1nnc(COc2ccccc2)n1Cc1ccco1)Nc1ccc(OCc2ccccc2)cc1,.,15.2,13.1

# More entries
SMILES,Mtb UGM inh,CCHFV vOTU inh,PrPC TRFRET
COc1cc(NC(=O)C2CCN(c3nnc(-n4cccc4)s3)CC2)cc(OC)c1,.,-1.0,6.6
COP(N)(=O)C(CC(C)C)NC(=O)OCc1ccccc1 (stereo not given),.,-11.1,-2.3
COC(=O)[C@]12C[C@H](CC(=O)NCc3ccccc3)C(=O)N(Cc3ccc(Cl)cc3Cl)C1=C[C@H](C1CCCC1)O[C@@H]2C,.,12.7,-0.1
COC(=O)C1=C(C)N(Cc2ccccc2C(F)(F)F)C(=NCc2ccc(C(F)(F)F)cc2)NC1c1cccc(C(F)(F)F)c1 (stereo not given),.,19.2,0.9
CC(C)Oc1ccc(S(=O)(=O)N2CCCCCC2)c2ccccc12,.,7.9,1.4
CCOC1=C2CN(S(=O)(=O)c3ccc(C)cc3)C(c3ccccc3)CC2N(S(=O)(=O)c2ccc(C)cc2)C(c2ccc(Br)cc2)C1 (stereo not given),.,14.8,0.3
CCN1CCCCC(NC(=O)c2ccc(F)c(F)c2)C1=O (stereo not given),.,-4.9,4.8
O=C(CNS(=O)(=O)c1cccc2ccccc12)N1CCN(c2ncccn2)CC1,.,11.0,10.4
O=c1c(-c2ccccc2)nc2ccccc2n1C(c1ccccc1)c1nc2ccccc2[nH]1 (stereo not given),.,18.8,6.8
COC1=C[C@H](C(=O)NCCNC(C)=O)[C@@]2(C)Cc3ccccc3[C@H]2CC1=O,.,-5.7,-0.8
C[C@@H]1COc2cccc(F)c2S(=O)(=O)N1C,.,-4.9,-8.0
CC(C)CCN1C(=O)CSCC1(C)C(=O)NC(C)C (stereo not given),.,-6.0,6.2
COCCNC(=O)C1C(=O)Nc2ccccc2C(=O)N1Cc1ccccc1 (stereo not given),.,8.7,-5.9
O=C(CSc1nnc(-c2ccccc2)n1-c1ccc(Cl)cc1)c1ccccc1Br,.,0.1,7.0
Cc1cc(C)cc(NC(=O)N2CCN(Cc3nc4ccccc4c(=O)[nH]3)CC2)c1,.,-0.4,-8.6
O=S1(=O)c2ccc(N3CCN(Cc4ccccc4F)CC3)cc2Oc2ccccc2CN1Cc1cn(Cc2cccc(C(F)(F)F)c2)nn1,.,11.5,-7.7
COC(=O)C1=C(C)N(Cc2ccccc2C(F)(F)F)C(=NCc2cc(OC)c(OC)c(OC)c2)NC1c1cccc(Cl)c1 (stereo not given),.,-1.7,-0.9
COC(=O)C1(F)C(=O)NC(=O)NC1OC (stereo not given),.,-6.8,8.8
O=C(CSc1nnc(Cc2cccs2)n1-c1ccccc1)Nc1ccccc1-c1ccccc1,.,3.9,-0.7
Clc1ccc([C@H]2OC[C@@]3(CNCC4CC4)CS[C@H](c4ccc(Cl)cc4)N23)cc1,.,7.2,9.2

# 3 compounds from above, sorted by molar mass, descending.
SMILES,Mtb UGM inh,CCHFV vOTU inh,PrPC TRFRET
O=c1c(-c2ccccc2)nc2ccccc2n1C(c1ccccc1)c1nc2ccccc2[nH]1 (stereo not given),.,18.8,6.8
COc1ccccc1-c1ccc2c(c1)[C@@H]1C[C@H]3[C@@H](CN1CC2)[C@H](C)ON3C,.,1.3,-6.4
C=CCN(CC#CCO)Cc1ccc(OC)cc1OC,.,0.4,-4.5

# Following part
SMILES,Mtb UGM inh,CCHFV vOTU inh,PrPC TRFRET
O=S1(=O)CCSC[C@@H](CN2CCOCC2)N1,.,-2.0,-4.7
COC(=O)C1=C(C)N(C)C(=NCc2ccc3c(c2)OCO3)NC1c1ccccc1 (stereo not given),.,-16.0,-9.3
CC(C)(C)N(Cc1cn(Cc2ccccc2)nn1)S(=O)(=O)c1ccc(N2CCCC2)cc1Br,.,9.5,7.1
O=C(OC12CCCN(C1)/C(=C/c1cccc(Cl)c1)C2)c1ccc(Cl)cc1 (stereo not given),.,9.6,2.7
CSCCC(N=Cc1c(O)n(-c2ccc(F)cc2)c(=O)[nH]c1=O)C(=O)O (stereo not given),.,-5.9,-5.1
COc1cccc(C(C(=O)NCc2ccccc2)N2CCN(CCN3CCOCC3)CC2)c1OC (stereo not given),.,7.3,-6.2
O=C(c1ccccc1Cl)N1CCC(Oc2cccnc2)CC1,.,-2.1,-4.0
COc1ccc(NC(=O)N(C)[C@H]2C[C@H]3c4[nH]c5c(-c6ccccc6)cccc5c4CCN3C(=O)[C@H]2[C@H](C)O)cc1,.,-1.7,2.1
CN[C@H]1C[C@H]2c3[nH]c4c(-c5ccc6c(c5)OCO6)cccc4c3CCN2C[C@H]1[C@H](C)O,.,-1.1,-17.4
COc1ccc(S(=O)(=O)N2CCCc3nc(-c4ccc(F)cc4)ccc32)cc1,.,-4.8,4.6
Cn1c2ccccc2c(=O)c2c(=O)n(Cc3cccc4ccccc34)cnc21,.,3.5,11.7
O=S1(=O)N[C@H](Cc2ccccc2)COc2cccc(NCCO)c21,.,-3.5,7.4
CCCCCn1c(C)c(CC(=O)Nc2ccc(Oc3cccnc3)c(C)c2)c2ccccc21,.,16.2,12.4
O=C(NC1CCCCN(Cc2cccc(C(F)(F)F)c2)C1=O)c1cccc([N+](=O)[O-])c1 (stereo not given),.,15.8,-11.1
COC(=O)N1C[C@H](OCCCOCc2ccccc2)[C@H]2C[C@@H]1c1ccccc1O2,.,7.3,5.6
O=C(NC1CCCCC1)C(c1ccc(-c2ccccc2)cc1)n1c(=O)c(-c2ccco2)nc2ccccc21 (stereo not given),.,20.9,6.5
COc1ccccc1C(=O)N1CCC2CCNC2C1 (stereo not given),.,1.6,1.6
CC(C)(C)c1ccc(CSc2nnc(-c3cccs3)o2)cc1,.,9.3,-9.6
CCCCc1c(-c2ccccc2OC)ncn1C1CCCCC1,.,10.9,3.9
CNC(=O)c1c(NC(=O)c2ccc(S(=O)(=O)N3CCCC3)cc2)sc2c1CCN(C(C)C)C2,-1.5,8.3,-16.2

# One compound at a time (already shown). Order of values: Mtb UGM inh | CCHFV vOTU inh | PrPC TRFRET
# Shown for `COc1ccccc1C(=O)N1CCC2CCNC2C1` (stereo not given) = . | 1.6 | 1.6
# Shown for `CC(C)(C)c1ccc(CSc2nnc(-c3cccs3)o2)cc1` = . | 9.3 | -9.6

# (listing goes on)
SMILES,Mtb UGM inh,CCHFV vOTU inh,PrPC TRFRET
CN(C)CCNC(=O)C(=O)C1C(=O)Nc2ccccc21 (stereo not given),0.3,-10.7,-2.4
COc1ccc(OC)c(N=C2SCCCN2C(=O)c2ccc(N3C(=O)CCC3=O)cc2)c1,-1.5,-6.2,-2.5
CC(=O)NS(=O)(=O)c1ccc(NC(=O)CSc2ccc(Cl)cc2)cc1,0.6,-7.8,-2.6
O=C(CN1CCSCC1)N/N=C/c1ccc(Cl)cc1,4.8,-2.8,6.8
CC1CCN(S(=O)(=O)c2ccc3nc(N4CCN(c5ccccc5)CC4)ccc3c2)CC1,-1.2,0.6,-3.4
CCn1c(=N)c(S(=O)(=O)c2ccc(C)cc2)cc2c(=O)n3ccccc3nc21,-1.3,-10.3,-7.0
CCNc1nnc(-c2ccccc2OC)s1,2.3,-34.3,-1.6
Nc1c(C(=O)NCCc2ccc(Cl)cc2)sc2ccc(S(=O)(=O)N3CCCCC3)cc12,2.1,5.0,17.3
Cc1ccc(OCc2ccc(Br)cc2)c([N+](=O)[O-])n1,-2.6,3.1,-16.5

# A portion of the library; the hit share may differ from the screen's.
